T cell HTS: T cell immune modulation candidate; 2C CD8+ T cell-vesicle binding, flow cytometry; hits give low values; calls only at 7 µM; 330,000 compounds, 0.068% hits; AID 2052;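 active = response, share of CD8 T cells binding vesicles, and their 90th percentile fluorescence all below set limits, cut at about 80% in these data, passing the limit was not always enough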
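Assay system – 2C mouse CD8+ T cells · Also added – QL9-loaded Drosophila micro-vesicles · Timing – Cell–vesicle co-incubation 1.5 h at 37 °C, staining 20 min on ice · Signal – flow cytometry of vesicle-bound cells · Measure – percent CD8+ FL2 mean versus row control · Controls – Peptide-free naked vesicles (low) and QL9 vesicles with 0.7% DMSO vehicle (high)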
T cell HTS vesicle-bound %: recorded beside T cell HTS, whose call it bears; double positive events, %; measured here: CD8+ vesicle-bound cell fraction;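 binding gate set so that unloaded-vesicle control wells show 10% double positive cells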
Numbers without * were called inactive; i = inactive.

SMILES	T cell HTS	T cell HTS vesicle-bound %
Cc1cccc(NC(=O)CNC(=O)c2ccc3nc[nH]c3c2)c1C	i	56
CN1CCc2c(sc(NC(=O)C3CCCN3S(=O)(=O)c3ccc(Cl)s3)c2C(N)=O)C1 (stereo unspecified)	i	42
Cc1ccc(S(=O)(=O)N2CCCN(C(=O)c3ccc(-n4cccn4)cc3)CC2)cc1	i	16
COC(=O)[C@@]12CCCCN1[C@H](c1ccc(-c3ccccc3)c(OC)c1)[C@H]1C(=O)N(C)C(=O)[C@H]12	i	12
CCC(=O)c1ccc(OCC(=O)OCC(=O)c2cc(C)n(CC3CCCO3)c2C)cc1 (stereo unspecified)	i	44
Cc1sc(NC(=O)CN2C(=O)NC3(CCCC3)C2=O)nc1-c1ccc(F)cc1	i	45
CCOc1ccc(C(=O)NC2CC(=O)N(c3ccc4c(c3)OCCO4)C2)cc1 (stereo unspecified)	i	37
COc1ccc(S(=O)(=O)N2CCN(C(=O)CNC(=O)c3ccc4c(c3)OCO4)CC2)cc1	i	15
CC(C)c1ccc(OCC(=O)NCc2n[nH]c(=O)c3ccccc23)cc1	i	30
c1ccc2ccccc2c1	i	26
CC(C)CN(C(=O)Cn1nnc(-c2ccc(F)cc2)n1)C1CCS(=O)(=O)C1 (stereo unspecified)	i	0
CCCOc1ccc(N/C=C/C(=O)c2ccc(OC)c(OC)c2)cc1	i	32
COc1ccc(CCNC(=O)c2ccc3c(c2)S(=O)(=O)N=C2CCCCCN23)cc1	i	12
CC(C)c1cccc(C(C)C)c1NC(=O)CNCC(O)c1ccccc1 (stereo unspecified)	i	52
CN(C)C1(CNC(=O)c2cccc(S(=O)(=O)NCc3ccccc3)c2)CCCCC1	i	33
Cc1ccc(Cl)c(OCC(=O)NCC(c2cccs2)N2CCOCC2)c1 (stereo unspecified)	i	58
C=CCN(c1ccc(F)cc1)S(=O)(=O)c1cc(C(=O)NC2CCC(O)CC2)ccc1Cl (stereo unspecified)	i	30
COCCNC(=O)[C@H]1N2C(=O)c3ccccc3C2SC1(C)C (stereo partly specified)	i	37
Cc1ccccc1C(=O)N1CCC(C(=O)N2CCCc3ccccc32)CC1	i	34
CC(C)(C)c1ccc(C2=CC(c3ccccc3F)n3ncnc3N2)cc1 (stereo unspecified)	i	30
COc1ccc(Cl)cc1NC(=O)CN(C)C(=O)c1cc(C)oc1C	i	32
CCCCNC(=O)CNC(=O)c1nn(-c2ccc(OC)c(Cl)c2)c(=O)c2ccccc12	i	50
CC1C(=O)N2CCCc3cc(NS(=O)(=O)c4ccc(F)cc4)cc1c32 (stereo unspecified)	i	24
CC(C)CN(C(=O)CSc1nc2ccccc2[nH]1)C1CCS(=O)(=O)C1 (stereo unspecified)	i	10
C[C@@H]1CC[C@@]2(O[C@@H](CCO)C[C@@H](O)[C@@H]2O)O1	i	59
CCOC(=O)C(CN1CCCC1)c1ccccc1 (stereo unspecified)	i	52
Cc1cccc(C(=O)NCC(=O)OCC(=O)c2ccc(Br)s2)c1	i	41
CN(C)CCCNC(=O)c1ccc(Cl)c(S(=O)(=O)N2CCCCCC2)c1	i	33
COCCCn1cnnc1SC(C)C(=O)Nc1ccc(S(=O)(=O)N2CCOCC2)cc1 (stereo unspecified)	i	39
O=C(NCC(=O)N1CCN(c2ncccn2)CC1)c1ccc(F)cc1	i	17
O=C(NCc1cccnc1)c1ccc(NS(=O)(=O)c2cccc([N+](=O)[O-])c2)cc1	i	43
Cc1nc2ccccc2c(=O)n1-c1ccc(NS(=O)(=O)c2ccc(F)cc2F)cc1	i	31
CC(C)NC(=O)Nc1cccc2c1O[C@H](CN(C)C(=O)NC(C)C)[C@@H](C)CN([C@H](C)CO)C2=O	i	9
CCN(CC)C(=O)c1[nH]cnc1C(=O)NCc1ccccc1	i	15
CC(C)c1ccc(O)c(C(=O)c2cnn(-c3ccccc3)c2)c1	i	6
CC(C(=O)O)c1ccc(CC2CCCC2=O)cc1 (stereo unspecified)	i	49
O=C(NCc1ccco1)C1CCN(C(=O)c2ccc(Cl)cc2)CC1	i	36
O=C(NNC(=O)c1cccc(S(=O)(=O)N2CCCCC2)c1)c1ccccc1	i	56
Cc1ccc(NC(=O)CSCC(=O)Nc2cccc3ncccc23)cc1	i	35
Cc1ccc(S(=O)(=O)N2CCN(C(=O)c3n[nH]c(=O)c4ccccc34)CC2)c(C)c1	i	56
C[C@]12c3[nH]c4ccccc4c3CCN1C(=O)C(CC(=O)NCCN1CCOCC1)C[C@@H]2C(=O)N1CCOCC1 (stereo partly specified)	i	16
Cc1ccc[n+](CC(=O)c2ccc(Br)cc2)c1	i	48
CCOC(=O)c1cnc(SCC(=O)OCC(=O)N(CC)C2CCS(=O)(=O)C2)nc1N (stereo unspecified)	i	31
Cc1ccc(S(=O)(=O)N2CCOCC2)cc1NC(=O)COC(=O)Cn1c(C)csc1=O	i	44
COc1ccc([N+](=O)[O-])cc1NC(=O)C(C)OC(=O)C1CC(=O)N(Cc2ccco2)C1 (stereo unspecified)	i	44
Cc1nn(C)c(C)c1NS(=O)(=O)c1ccccc1Cl	i	21
CCN(CC(=O)Nc1c(F)cccc1F)C(=O)C1CC1	i	38
O=C1c2ccc([N+](=O)[O-])cc2C(=O)N1c1ccc([N+](=O)[O-])cn1	i	26
CCN(CC)C(=O)c1nc[nH]c1C(=O)N(C)Cc1ccccc1	i	38
CCN(CC(=O)NCc1cccs1)C(=O)COc1ccc(C(C)=O)cc1	i	43
New compounds follow
SMILES	T cell HTS	T cell HTS vesicle-bound %
O=[N+]([O-])c1ccc(-c2c(-c3ccccc3)ncc3ccc(F)cc23)cc1	i	20
COCCN(C(=O)CSc1n[nH]c(-c2ccccc2)n1)c1c(N)n(CC(C)C)c(=O)[nH]c1=O	i	54
O=S(=O)(Nc1ccc(-n2cnnn2)cc1)c1ccc(Cl)s1	i	54
C[C@@H]1COC(=O)[C@H](CC(=O)OC(C)(C)C)C/C=C\C[C@@H](CC(=O)N(CCO)Cc2ccccc2)C(=O)N1	i	8
CC(C)C(=O)N1CCN(c2ccccc2NC(=S)NC(=O)/C=C/c2ccco2)CC1	i	40
Cc1ccccc1OCC(=O)OC(C)C(=O)NC1CCCC1 (stereo unspecified)	i	38
CC(OC(=O)C1CC(=O)N(Cc2ccccc2)C1)C(=O)Nc1ccccc1[N+](=O)[O-] (stereo unspecified)	i	42
O=[N+]([O-])c1ccc(N(CCO)Cc2ccccc2)c([N+](=O)[O-])c1	i	25
COC(=O)[C@]1(Cc2ccccc2)N[C@H](CN(C)C(=O)Nc2ccccc2)[C@@H]2C(=O)N(Cc3ccccc3)C(=O)[C@@H]21	i	10
COCCN1C(=O)N[C@@H](c2ccccc2)[C@H](C(C)=O)[C@H]1C	i	19

Rewritten field by field: part of the list above
smiles: COc1ccc(Cl)cc1NC(=O)CN(C)C(=O)c1cc(C)oc1C
- T cell HTS: i
- T cell HTS vesicle-bound %: 32

smiles: O=[N+]([O-])c1ccc(-c2c(-c3ccccc3)ncc3ccc(F)cc23)cc1
- T cell HTS: i
- T cell HTS vesicle-bound %: 20

smiles: CCN(CC)C(=O)c1nc[nH]c1C(=O)N(C)Cc1ccccc1
- T cell HTS: i
- T cell HTS vesicle-bound %: 38

smiles: Cc1ccccc1OCC(=O)OC(C)C(=O)NC1CCCC1 (stereo unspecified)
- T cell HTS: i
- T cell HTS vesicle-bound %: 38

The listing continues:
SMILES	T cell HTS	T cell HTS vesicle-bound %
CC(C)CN(C(=O)CSc1nncn1C)C1CCS(=O)(=O)C1 (stereo unspecified)	i	40
Cc1ccc(S(=O)(=O)N(C)c2ccc(OCC(=O)N3CCCC(C(F)(F)F)C3)cc2)cc1 (stereo unspecified)	i	50
O=C(CN1CCN(C(=O)C2CC2)CC1)Nc1cc(C(F)(F)F)cc(C(F)(F)F)c1	i	37
COc1ccccc1S(=O)(=O)Nc1ccc(S(=O)(=O)Nc2nccs2)cc1	i	40
COc1ccc2c(c1)OC[C@H]1[C@H]2N2C(=O)CN(Cc3ccc(Cl)cc3)C(=O)[C@@]2(C)[C@H]1c1ccccc1	i	37
O=C(O)c1ccc([N+](=O)[O-])c(CS(=O)(=O)c2ccccc2)c1	i	9
COc1ccc(N(C)C(=O)c2cn(CC(C)C)c(=O)c3cc(OC)c(OC)cc23)c(OC)c1	i	22
Cc1ccc(C)c(N2N=C(C(=O)NCCN3C(=O)S/C(=C\c4cccnc4)C3=O)CCC2=O)c1	i	28
C=CCC[C@@H](Cc1ccc(F)cc1)C(=O)O[C@H](CNC(=O)[C@@H](CC=C)CC(=O)N[C@H](CO)Cc1ccccc1)c1ccccc1	i	4
O=C(NCCC1CCCCN1S(=O)(=O)c1cccs1)C(=O)NCc1ccccc1 (stereo unspecified)	i	15
NS(=O)(=O)c1cc(C(=O)OCCNC(=O)c2ccccc2)c(Cl)cc1Cl	i	48
COC(=O)[C@]1(CC(C)C)N[C@H](c2ccc(-c3ccc4c(c3)OCO4)cc2)[C@@H]2C(=O)N(C)C(=O)[C@@H]21	i	46
COc1ccc(S(=O)(=O)N2CCOCC2)cc1NC(=O)CN1CCCc2ccccc21	i	37
COc1cccc(NS(=O)(=O)c2ccc3c(c2)CC(=O)N3)c1	i	66
O=C(COc1coc(CN2CCN(c3ccc(F)cc3)CC2)cc1=O)NC1CCCC1	i	32
Cc1ccccc1OCC(=O)NC(C)c1ccccc1 (stereo unspecified)	i	24
COc1ccc(C2CC(=O)Oc3ccc(C(C)(C)C)cc32)cc1 (stereo unspecified)	i	49
O=C(Nc1cccc(S(=O)(=O)Nc2ccccc2F)c1)c1ccco1	i	52
Nc1c(Cl)cc(Cl)cc1C(=O)OCC(=O)N1CCCC1=O	i	36
CC(C)(C)CN1CCNC[C@H]1Cc1ccc(O)cc1	i	20
CC1CCCC(C)N1C(=O)COC(=O)Cn1cnc2c1c(=O)n(C)c(=O)n2C (stereo unspecified)	i	70
c1ccc(-c2cc3ncccc3cn2)cc1	i	38
COc1ccccc1CCC(=O)OCC(=O)N1c2ccccc2NC(=O)C1(C)C	i	30
Cc1cc(C)cc(OCC(O)CN2CCC(CN3C(=O)c4cccc5cccc(c45)C3=O)CC2)c1 (stereo unspecified)	i	46
C#C[C@]1(O)CCC2C3CCC4=Cc5oncc5CC4(C)C3CCC21C (stereo partly specified)	i	24
Cc1cccc(C)c1NC(=O)CN(C)CC(=O)N1CC(=O)Nc2ccccc21	i	34
CC(=O)Nc1ccc(S(=O)(=O)Nc2nc3nc(-c4ccccc4)cc(-c4ccccc4)n3n2)cc1	i	52
N/C(=N\OCC(=O)Nc1ccc(F)c(Cl)c1)c1ccccc1	i	51
Cc1cc(S(=O)(=O)Nc2ccc(C(=O)NCCCN3CCCC3=O)cc2)ccc1F	i	25
COc1cc(OC)cc(C(=O)NNC(=O)C2CSC3(C)CCC(=O)N23)c1 (stereo unspecified)	i	16
COC(=O)[C@@H]1C[C@H]1[C@@H](NC(=O)c1cc(C)on1)c1ccccc1	i	31
CC(C)OCCCN1CC(=O)N2[C@@H](Cc3c([nH]c4ccccc34)C2(C)C)C1=O	i	26
O=C(COc1cccnc1[N+](=O)[O-])Nc1cccc2ccccc12	i	47
O=C(c1ccc(S(=O)(=O)N2CCCC2)cc1)N1CCCC(C(F)(F)F)C1 (stereo unspecified)	i	32
CC(NC(=O)c1ccc(NC(=O)CC2SC(N3CCCC3)=NC2=O)cc1)c1ccc(S(N)(=O)=O)cc1 (stereo unspecified)	i	34
COCCn1c(SCC(=O)N2CCCC2=O)nc2sc(C)c(C)c2c1=O	i	14
O=S(=O)(c1cccc(F)c1)N1CCN(Cc2cc3c(cc2Br)OCCO3)CC1	i	28
O=c1[nH]c2cc(Cl)ccc2c(O)c1-c1cccc(Oc2ccccc2)c1	i	51
COc1cccc(NC(=O)CN(C)C(=O)c2ccc(NS(=O)(=O)c3ccc(F)cc3)cc2)c1	i	37
Cc1cc(C)c2nc(N(CCCN(C)C)C(=O)c3ccc(S(=O)(=O)N4CCCCCC4)cc3)sc2c1	i	44

Pulled one by one from the entries so far (5):
SMILES	T cell HTS	T cell HTS vesicle-bound %
O=C(COc1cccnc1[N+](=O)[O-])Nc1cccc2ccccc12	i	47
O=S(=O)(c1cccc(F)c1)N1CCN(Cc2cc3c(cc2Br)OCCO3)CC1	i	28
O=c1[nH]c2cc(Cl)ccc2c(O)c1-c1cccc(Oc2ccccc2)c1	i	51
COC(=O)[C@@H]1C[C@H]1[C@@H](NC(=O)c1cc(C)on1)c1ccccc1	i	31
CC(C)OCCCN1CC(=O)N2[C@@H](Cc3c([nH]c4ccccc34)C2(C)C)C1=O	i	26

New compounds follow.
SMILES	T cell HTS	T cell HTS vesicle-bound %
CN(C)C(CNC(=O)c1cccs1)c1ccco1 (stereo unspecified)	i	40
C[C@@]12C(=O)N(CC3CCCO3)CC(=O)N1[C@H]1c3cc(Cl)ccc3OC[C@@H]1[C@@H]2c1ccccc1 (stereo partly specified)	i	27
C=C(C)c1cccc(C(C)(C)NC(=O)NC2CCN(Cc3ccccc3)CC2)c1	i	46
Cc1ccc(NS(=O)(=O)c2ccc(C(=O)NCCCN3CCOCC3)cc2)cc1	i	32
NC(=O)c1ccc(N=Cc2c(O)ccc3ccccc23)cc1	i	32
Cc1ccc(NC(=O)COC(=O)c2ccc[n+]([O-])c2)c(Br)c1	i	56

This is a subset. The share of hits here may be higher or lower than overall.
